Nrf2 inh = Nrf2 qHTS screen for inhibitors; A549 ARE-Fluc reporter, luciferase luminescence, 18-24 h; Potency, µM (titrated, usually from 46 µM), for inactives: at the top dose activity change, negative = inhibition, actives largely listed as inhibitors; actives 2.1% (n = 360,000); AID 504444, 2011; note: potency is the fitted concentration of half-maximal effect; % is set by controls: 0 for no effect and ±100 for the full control effect; nearly all actives have a fitted effect of over 60% in size
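In this cell-based qHTS, ARE-driven firefly luciferase in A549 cells reports Nrf2 activity; the luminescent signal after BugLite lysis is the measured value, with a prior CellTiter-Fluor read for cell health.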
HepG2 tox = qHTS for Inhibitors of TGF-b: Cytotox Counterscreen | actives 0.76% (n = 410,000) | HepG2 CAGA-GFP viability, ATP luminescence, 18 h | Potency, µM (highest dose often 46.1 µM), for inactives: top-dose activity change, negative = cytotoxicity, usual class: cytotoxic; note: potency is the fitted concentration of half-maximal effect; some results filed as inactive show a strong effect at the top dose
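CellTiter-Glo luminescence gave cytotoxicity after 18 hours at 37 degrees C. The cells were HepG2 CAGA-GFP in 1% FBS DMEM, stimulated with 500 pg/mL TGF-beta after compound addition. %Activity was normalised to no-cell wells (complete cell-killing) and DMSO (no toxicity), and curves were fitted and classified.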
pAkt inh = HTS Assay for Inhibitors of Akt Phophorylation: Primary Screen; Neuro2A IGF-stimulated pAkt S473 HTRF, 20 min; active compounds read low; activity change, % for hits at 50 µM; actives 0.32% (n = 360,000); in the data active = activity change below about -80%; inconclusive = mostly about -51% to -80%; note: % is set by controls: 0 for no effect and ±100 for the full control effect
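Single-point screen (50 µM final compound) in Neuro2A cells stimulated 20 min with 6 nM IGF at 37 deg C. After lysis, Ser473-phosphorylated Akt read by HTRF (ex 330 nm, em 615/665 nm) as the 665/615 ratio.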
TGFb inhibitor = qHTS for Inhibitors of TGF-b. HepG2 CAGA-GFP TGF-b/SMAD3 reporter, GFP fluorescence, 18 h; TGF-beta stimulated, 500 pg/mL final. Potency, µM (highest dose often 46.1 µM), for inactives: top-dose activity, negative = inhibition, hits mostly inhibitors. actives 1.2% (n = 410,000). AID 588855, 2011; note: potency is the fitted concentration of half-maximal effect; % is set by controls: 0 for no effect and ±100 for the full control effect; nearly all actives have a fitted effect of over 65% in size
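Inhibition of TGF-beta-driven CAGA-GFP reporter expression in HEPG2 cells is measured by cellular GFP fluorescence after 18 h stimulation with 500 pg/mL recombinant TGF-beta in 1% FBS medium at 37 degrees C.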
Nrf2 ARE act = qHTS of Nrf2 Activators; Potency, µM (highest dose often 46.1 µM), inactives show at the highest dose activation, actives largely listed as activators; AREc32 ARE-luciferase reporter (MCF7-derived line), luminescence, 24 h; AID 624171, 2012; actives 0.31% (n = 410,000); note: potency is the fitted concentration of half-maximal effect; % of control where 0% means no effect; nearly all actives have a fitted effect of over 65% in size
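ARE activation measured as luciferase luminescence (Steady-Glo, 30 min RT) in AREc32_Fluc cells after 24 hr compound exposure at 37 deg C, 5% CO2; cells seeded overnight at 1000/well in OPTI-MEM, 5% FBS.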
CCT modulator = High-Throughput Screening for Modulators of Cytosolic Chaperonin Activity; purified chaperonin ATPase assay, HTRF ADP detection, 30 min; activity change, % (no concentration beside the values), hits read low; actives 0.3% (n = 360,000); in the data active = activity change below about -30%; note: % is set by controls: 0 for no effect and ±100 for the full control effect
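First, chaperonin was dispensed at 40 nM or 20 nM final depending on batch activity. Next, compounds were pinned at 76 uM and ATP added at 10 uM. After 30 min at 37 °C, ADP detection reagents ran 30 min at ambient temperature.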
A549 tox = Nrf2 qHTS screen for inhibitors: counterscreen for cytotoxicity; A549 ARE-Fluc cells, CellTiter-Fluor viability, 18-24 h; Potency, µM (doses to about 46 µM), for the others: at the top dose activity change, negative = cytotoxicity, hits mostly inhibitors; actives 0.16% (n = 390,000); note: potency is the fitted concentration of half-maximal effect; % is set by controls: 0 for no effect and ±100 for the full control effect
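Cytotoxicity counterscreen: CellTiter-Fluor fluorescence was measured in A549 ARE_Fluc cells after 18-24 h of compound exposure in a concentration series. The subsequent BugLite luminescent read reports ARE-luciferase activity.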
Abeta rescue = qHTS for compounds that reverse cellular toxicity of Amyloid beta (A-beta) peptide in yeast: Primary Screen; actives 0.063% (n = 410,000); Potency, µM (top dose mostly 46.1 µM), without a hit: at the top dose growth rescue, most hits filed as activators; yeast expressing A-beta42, growth rescue, OD600, 48 h; response scale: 0% DMSO, 100% iron-clioquinol control; note: potency is the fitted concentration of half-maximal effect; nearly all actives have a fitted effect of over 55% in size
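Yeast A-beta toxicity model in growth medium with pinned compounds, 48 h at 30 C; growth read as absorbance at 600 nm. Normalized to FeCl3/clioquinol equimolar mix (positive) and DMSO (negative).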
MmCpn inh = Inhibitors of TCP-1 ring complex (TRiC) of Methanococcus maripaludis (MmCpn): qHTS; Chaperonin Mm-Cpn (Methanococcus maripaludis); Potency, µM (titrated, usually from 76.9 µM), for inactives: at the top dose activity, negative = inhibition, usual class: inhibitors; purified Mm-Cpn ATPase, ADP Transcreener TR-FRET; actives 0.031% (n = 330,000); note: potency is the fitted concentration of half-maximal effect; % is set by controls: 0 for no effect and ±100 for the full control effect; nearly all actives have a fitted effect of over 80% in size
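ATPase read-out: TR-FRET ADP immunoassay (anti-ADP Eu cryptate vs ADP-d2), ex 320 nm, em 590/665 nm; signal drops as ADP forms. Enzyme 25 nM, ATP 10 uM, 30 min at 37°C after 10 min compound preincubation.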
Numbers without * were called inactive; i = inactive; ? = inconclusive; . = not tested or not shown. Unless noted, calls come from the whole dose curve; as a rule, active = well fitted curve in the direction sought with a large enough effect; inconclusive = small, poorly fitted or top-dose-only effect, or another doubt; inactive = no such curve, though single readings can be large; an effect the other way counts as inactive or inconclusive.

1. O=C1CN(Cc2ccccc2)CC(=O)N1
2. COc1cccc(CNC(=O)Cn2c(=O)cc(C)c3c(C)nn(C)c32)c1OC
3. CC(=O)Nc1ccc(NC(=O)CN(c2ccccc2Cl)S(C)(=O)=O)cc1
4. COc1ccc(C2=NS(=O)(=O)N(C)C(C(=O)NCc3ccccn3)=C2)cc1
5. CC(C)c1ccc(NC(=O)CN(C)C2=NS(=O)(=O)c3ccccc32)cc1
6. COc1ccc2nc(NC(=S)N(C)C)sc2c1
7. Cc1cc(S(=O)(=O)N2CCC(NC(=O)C34CC5CC(CC(C5)C3)C4)CC2)ccc1-n1cnnn1
8. CN(c1ccccc1)S(=O)(=O)c1ccc(NC(=O)CC(=O)c2ccccc2)cc1

assay / compound,1,2,3,4,5,6,7,8
Nrf2 inh,11.6%,?,?,15.3%,.,4.8%,-7.6%,-2.8%
HepG2 tox,1.7%,-24.9%,0.9%,-12.8%,2.2%,-13.9%,-7.1%,-11.1%
pAkt inh,i,.,i,i,i,i,i,i
TGFb inhibitor,6.5%,?,-0.2%,-3.3%,0.3%,?,-4.6%,?
Nrf2 ARE act,0.2%,3.8%,-0.9%,-0.8%,0.2%,3.1%,-0.1%,-0.7%
CCT modulator,1.4,.,-6.8,-4.5,-1.6,-1.7,0.6,-0.6
A549 tox,6.0%,-7.7%,1.9%,-3.4%,.,2.6%,-4.2%,8.7%
Abeta rescue,6.6%,-10.0%,15.6%,5.6%,-3.4%,-0.3%,5.0%,11.8%
MmCpn inh,.,.,-1.4%,-2.2%,.,2.5%,-0.8%,.

9. CC(=O)OC1c2ccccc2C(=O)N1c1ccccc1C (stereo unspecified)
10. Cc1nc2ccc(S(=O)(=O)N(C)CC(=O)NCc3ccc4c(c3)OCO4)cc2s1
11. O=S(=O)(c1ccc(-c2cc(C(F)(F)F)on2)s1)N1CCCC1
12. COCCNC(=O)CCc1nnc(Cc2ccc(-c3ccccc3)cc2)o1
13. O=C(Nc1nc2ccc(Br)cc2s1)c1ccco1
14. NC1=NC(=O)C(CC(=O)c2ccc(Cl)cc2)S1 (stereo unspecified)
15. Cc1ccc(C)c(OC(=O)c2cccnc2)c1
16. O=C(NCCc1ccccc1)c1ccc(Cn2c(SCc3ccccc3F)nc3cccnc32)cc1

assay / compound,9,10,11,12,13,14,15,16
Nrf2 inh,14.4%,-12.6%,-13.3%,-19.9%,?,-3.3%,-0.1%,?
HepG2 tox,-2.0%,-20.9%,0.9%,-13.3%,-23.9%,5.2%,9.8%,-26.2%
pAkt inh,i,i,i,i,i,i,i,.
TGFb inhibitor,-10.3%,-26.5%,16.3%,-1.6%,-22.5%,-3.9%,6.5%,-39.1%
Nrf2 ARE act,0.5%,-1.0%,-0.2%,-0.9%,7.94µM*,3.2%,-0.8%,1.2%
CCT modulator,-0.6,-3.3,-0.5,-9.2,-6.1,0.2,-2.3,.
A549 tox,-1.1%,2.9%,-1.9%,0.6%,-6.5%,1.7%,9.0%,?
Abeta rescue,3.2%,-6.6%,8.2%,-0.3%,1.6%,-4.0%,-16.6%,6.5%
MmCpn inh,0.7%,?,-5.6%,3.0%,-0.8%,-1.9%,1.0%,.

Arranged by count of non-hydrogen atoms (lowest first): part of the list above.
6. COc1ccc2nc(NC(=S)N(C)C)sc2c1
13. O=C(Nc1nc2ccc(Br)cc2s1)c1ccco1
9. CC(=O)OC1c2ccccc2C(=O)N1c1ccccc1C (stereo unspecified)
11. O=S(=O)(c1ccc(-c2cc(C(F)(F)F)on2)s1)N1CCCC1
5. CC(C)c1ccc(NC(=O)CN(C)C2=NS(=O)(=O)c3ccccc32)cc1
4. COc1ccc(C2=NS(=O)(=O)N(C)C(C(=O)NCc3ccccn3)=C2)cc1
8. CN(c1ccccc1)S(=O)(=O)c1ccc(NC(=O)CC(=O)c2ccccc2)cc1
7. Cc1cc(S(=O)(=O)N2CCC(NC(=O)C34CC5CC(CC(C5)C3)C4)CC2)ccc1-n1cnnn1
16. O=C(NCCc1ccccc1)c1ccc(Cn2c(SCc3ccccc3F)nc3cccnc32)cc1

assay / compound,6,13,9,11,5,4,8,7,16
Nrf2 inh,4.8%,?,14.4%,-13.3%,.,15.3%,-2.8%,-7.6%,?
HepG2 tox,-13.9%,-23.9%,-2.0%,0.9%,2.2%,-12.8%,-11.1%,-7.1%,-26.2%
pAkt inh,i,i,i,i,i,i,i,i,.
TGFb inhibitor,?,-22.5%,-10.3%,16.3%,0.3%,-3.3%,?,-4.6%,-39.1%
Nrf2 ARE act,3.1%,7.94µM*,0.5%,-0.2%,0.2%,-0.8%,-0.7%,-0.1%,1.2%
CCT modulator,-1.7,-6.1,-0.6,-0.5,-1.6,-4.5,-0.6,0.6,.
A549 tox,2.6%,-6.5%,-1.1%,-1.9%,.,-3.4%,8.7%,-4.2%,?
Abeta rescue,-0.3%,1.6%,3.2%,8.2%,-3.4%,5.6%,11.8%,5.0%,6.5%
MmCpn inh,2.5%,-0.8%,0.7%,-5.6%,.,-2.2%,.,-0.8%,.

(continued)
17. C/C(N)=C(/C#N)C(=O)COC(=O)CCC1CCCC1
18. CCCCn1c(-c2ccccc2)nnc1-c1ccccc1
19. CCCCCCSc1ccc([C@H]2N[C@@](CC(C)C)(C(=O)OC)[C@H]3C(=O)N(CC)C(=O)[C@@H]23)cc1
20. CCOC(=O)Cc1csc(NC(=O)CSc2ncnc3c2cnn3-c2ccccc2Cl)n1
21. COc1ccccc1NC(=O)C[n+]1ccccc1C
22. Cc1nn(Cc2ccc(F)cc2)c(C)c1NC(=O)c1nn(C)cc1Cl
23. COc1ccc(OCc2cccc(C(=O)Nc3ccc(CN4CCCCC4)cc3)c2)cc1
24. O=C(c1cc(-c2ccc(Cl)c(Cl)c2)on1)N1CCCCCC1

assay / compound,17,18,19,20,21,22,23,24
Nrf2 inh,-5.8%,22.5%,?,20.6µM*,-2.4%,16.5%,?,?
HepG2 tox,8.2%,6.2%,-0.7%,-4.1%,-13.0%,2.5%,-58.9%,-7.4%
pAkt inh,i,i,i,.,i,i,i,i
TGFb inhibitor,-13.8%,-7.0%,8.4%,?,-12.7%,-1.0%,?,-9.3%
Nrf2 ARE act,-0.9%,-0.5%,-1.0%,12.6%,-0.4%,-0.3%,-0.9%,2.9%
CCT modulator,-1.1,-1.3,-4.7,1.4,0.3,0.0,1.6,-1.9
A549 tox,-4.9%,1.6%,-0.4%,-6.7%,-4.3%,-10.0%,-2.2%,3.9%
Abeta rescue,19.5%,-14.3%,8.7%,-23.0%,22.3%,-11.8%,2.9%,-9.3%
MmCpn inh,1.6%,0.1%,-2.1%,-0.9%,-0.1%,0.4%,-3.5%,0.0%
